Screens (PubChem)
OXTR potentiate – potentiators of human oxytocin receptor. P30559. CHO-OTR cells, Fluo-8 calcium fluorescence, potentiator mode; 0% = oxytocin EC15, 100% = EC100. activation, % at 3 µM. 320,000 tested, 0.061% active;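 active = activation above that plate's cutoff, the mean activation of tested compounds plus 3 SD, cut at about 6.6% in these data, passing the limit was not always enough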;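 note: 100% uses oxytocin at 75 nM as the full agonist control; some results filed as inactive read as strong as hits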
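Dosing: Single dose, 3.0 µM nominal final compound concentration | Material: Human OTR in CHO cells | Technique: Kinetic Fluo-8 calcium fluorescence | Benchmarks: EC15 oxytocin alone as 0%, 75 nM oxytocin as 100% | Probe or stimulus: Oxytocin at about EC15, sub-maximal agonist stimulus | Incubation: Compound 6 min at room temperature before oxytocin, 100 s read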
TAAR1 antagonist – human TAAR1 antagonism; Q96RJ0; CHO RD-HGA16 TAAR1, Fluo-8 calcium fluorescence, antagonist; inhibition, % at 3 µM; 360,000 tested, 1.5% active; AID 624466;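 active = inhibition above a per-plate cutoff, the mean inhibition of test compounds on that plate plus 3 SD, cut at about 49% in these data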;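 note: 0% = DMSO plus EC80 beta-PEA response and 100% = DMSO alone without agonist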
Target sequence (Q96RJ0 whole entry, looked up): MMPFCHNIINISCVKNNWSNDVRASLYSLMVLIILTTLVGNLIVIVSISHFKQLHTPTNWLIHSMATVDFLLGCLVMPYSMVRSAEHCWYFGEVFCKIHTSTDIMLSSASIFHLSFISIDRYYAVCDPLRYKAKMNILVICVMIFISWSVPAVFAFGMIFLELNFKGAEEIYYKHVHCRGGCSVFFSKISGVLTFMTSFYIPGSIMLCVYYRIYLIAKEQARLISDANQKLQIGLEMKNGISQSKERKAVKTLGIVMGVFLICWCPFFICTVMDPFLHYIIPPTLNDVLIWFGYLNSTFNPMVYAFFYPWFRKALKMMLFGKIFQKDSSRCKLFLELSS
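Material: CHO RD-HGA16 cells bearing hTAAR1; compound dosing: one-point dosing, 3 µM nominal final; schedule: dye loading 75 min at 37 °C, then 30 min room temperature; measured by: calcium fluorescence with Fluo-8; control set: vehicle and agonist controls; replication: n of 1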
CHRM1 PAM – potentiates human M1 receptor response to acetylcholine; P11229; CHO-K1 hM1, Fluo-8 calcium fluorescence, ACh EC20; 0% = ACh EC20, 100% = maximal ACh; activation, % at 3 µM; 360,000 tested, 0.088% active; AID 588819; in the data active = activation above about 19%, passing the limit was not always enough
CHO parental Ca – signal in parental CHO cells, OX1R antagonist counter-screen. 330,000 tested, 0.63% active. parental CHO-K1, ATP-induced calcium, Fluo-8 fluorescence. AID 463079. inhibition, % at 5.6 µM;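 active = inhibition above that plate's mean sample inhibition plus 3 SD, cut at about 26% in these data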;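 note: 0% = ATP-challenged DMSO wells and 100% = DMSO wells without ATP; some compounds past the cut are filed as inactive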
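material = parental CHO cells | also added = ATP as calcium-mobilizing challenge | dosing = single point at 5.6 µM | detection = intracellular calcium via Fluo-8 no-wash fluorescent dye | read-out = % inhibition | benchmarks = low control ATP plus DMSO, high control DMSO only | repeats = one well per compound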
M1 antag – antagonists of human M1 muscarinic receptor; inhibition, % at 3 µM; CHO-K1 hM1, Fluo-8 calcium fluorescence, ACh EC80 antagonist; P11229; AID 588852; 360,000 tested, 1.3% active;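 active = percent inhibition above its own plate's cutoff, namely the mean of that plate's compound wells plus 3 SD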;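 note: peak over basal fluorescence ratio during 140 s after agonist addition; 0% = ACh EC80 plus DMSO and 100% = DMSO alone without agonist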
OXTR ag – agonists of human oxytocin receptor; P30559; CHO-OTR cells, Fluo-8 calcium fluorescence; normalized: DMSO 0%, oxytocin 100%; activation, % at 3 µM; 320,000 tested, 0.32% active;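 active = activation above the mean of all tested compounds plus 3 SD, cutoff set per screening run, cut at about 20% in these data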;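 note: peak over basal fluorescence ratio from a 100 s FLIPR kinetic read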
M1 ag – agonists of human M1 muscarinic receptor; activation, % at 3 µM; P11229; CHO-K1 hM1, Fluo-8 calcium fluorescence, agonist mode; 0% DMSO, 100% acetylcholine EC100; 360,000 tested, 0.33% active;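 active = activation above the run's mean compound activation plus 3 SD, cut at about 16% in these data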;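 note: peak over basal fluorescence ratio within a 140 s kinetic read after compound addition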
V1R ag counter – activates human V1a receptor in oxytocin agonist counter-screen | P37288 | CHO-V1R cells, Fluo-8 calcium fluorescence, agonist mode; 0% DMSO, 100% 3 nM vasopressin | activation, % at 3 µM | 320,000 tested, 0.25% active | AID 2797;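 active = activation above the mean activation of all tested compounds plus 3 SD, per screening run, cut at about 20% in these data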;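 note: signal is peak over basal fluorescence ratio across a 100 second FLIPR read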
Target sequence (P37288 whole entry, looked up): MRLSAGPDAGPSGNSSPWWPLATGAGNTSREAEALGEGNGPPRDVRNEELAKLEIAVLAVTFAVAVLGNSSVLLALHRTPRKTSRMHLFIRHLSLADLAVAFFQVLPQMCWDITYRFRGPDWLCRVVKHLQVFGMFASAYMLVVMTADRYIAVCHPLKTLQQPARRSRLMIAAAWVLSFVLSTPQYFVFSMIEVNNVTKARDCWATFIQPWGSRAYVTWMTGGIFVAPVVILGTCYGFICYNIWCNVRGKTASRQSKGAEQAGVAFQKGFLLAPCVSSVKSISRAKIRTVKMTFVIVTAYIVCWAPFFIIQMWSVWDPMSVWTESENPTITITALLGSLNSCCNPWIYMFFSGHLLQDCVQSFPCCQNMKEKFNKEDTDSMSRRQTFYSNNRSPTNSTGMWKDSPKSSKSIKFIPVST
TAAR1 ag – human TAAR1 agonism | Q96RJ0 | CHO RD-HGA16 TAAR1, Fluo-8 calcium fluorescence; vehicle wells 0%, saturating PEA agonist 100% | activation, % at 3 µM | 360,000 tested, 0.99% active;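 active = activation above the mean activation of all test compounds in the run plus 3 SD, cut at about 38% in these data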
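Test system: RD-HGA16 (CHO) cells co-expressing Gα16 and hTAAR1; dosing: one-point dosing at 3 µM (nominal); timing: 17-24 h seeding, 75 min 37 °C dye, 30 min RT; signal: kinetic Fluo-8 calcium fluorescence; read-out basis: % activation relative to PEA EC100 response; controls: DMSO and PEA EC100; replicates: n 1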
An asterisk follows results filed as active; / = no result given.

SMILES | OXTR potentiate | TAAR1 antagonist | CHRM1 PAM | CHO parental Ca | M1 antag | OXTR ag | M1 ag | V1R ag counter | TAAR1 ag
COC(=O)c1cccc(N(C(=O)CNC(=O)c2ccco2)C(C(=O)NC2CCCC2)c2ccco2)c1 (configuration not stated) | -2 | -16 | 4 | -18 | -7 | -1.4 | -1 | -0.1 | 7
COc1ccc(C(=O)N(C)Cc2cnn(Cc3ccccc3)c2)cc1S(=O)(=O)N1CCOCC1 | -6 | -9 | -4 | -5 | 7 | -0.7 | -5 | 0.1 | 2
COC(=O)c1ccc(NC(=O)CCc2nnc3ccc(N4CCC5(CC4)OCCO5)nn23)cc1 | -7 | 1 | 5 | -2 | -8 | 0.8 | -7 | 1.5 | 1
NC(=O)c1ccc(C23CC4CC(CC(C4)C2)C3)o1 | -3 | 9 | 6 | -14 | -16 | -0.7 | -8 | 1.4 | 1
CCN(CC)S(=O)(=O)c1ccc2c(c1)c(C(=O)O)cn2C | -2 | -3 | 6 | -18 | 2 | -0.3 | -2 | -0.1 | 7
Cc1cc(Cl)ccc1NC(=O)C1COc2ccccc2O1 (configuration not stated) | -16 | -12 | 6 | -23 | -10 | -2.1 | -4 | -0.9 | -1
Cc1nc(C(=O)O)nn1-c1cc(Cl)ccc1Cl | -5 | 12 | 0 | 5 | -5 | 0.5 | -5 | 0.8 | 0
Cc1ccc(S(=O)(=O)N2CC(C)N(C(=O)N3CCOCC3)C2)cc1 (configuration not stated) | -11 | -21 | -2 | -10 | 5 | 0.2 | -2 | -0.3 | 1
O=C(NCCCO)c1ccc(CSc2nc3ccccc3c(=O)[nH]2)cc1 | -1 | -24 | 1 | -3 | -2 | 0.7 | -3 | 1.0 | 1
CNC(=O)COC(=O)c1cccc(S(=O)(=O)N2CCN(c3ccc(F)cc3)CC2)c1 | 2 | -21 | -4 | -7 | -3 | 0.3 | 1 | 0.6 | 4
CCCCC(Sc1nc(C)c(Cc2ccccc2)c(=O)[nH]1)C(=O)O (configuration not stated) | -7 | -1 | 7 | -7 | -13 | 1.2 | -8 | 1.5 | 3
COC(=O)C1=C(C)Nc2nnnn2C1c1cccnc1 (configuration not stated) | -4 | 11 | -5 | -10 | 5 | -0.8 | -4 | 0.6 | 6
Cc1cccc(CC2S/C(=N/N=C/c3ccco3)N(c3ccccc3)C2=O)c1 (configuration not stated) | -1 | 39 | -7 | -9 | 8 | -2.0 | -5 | 0.1 | 9
COc1ccc(C2C(=O)c3ccccc3C2=Nc2ccc(Br)cc2)cc1 (configuration not stated) | -4 | 41 | 11 | -2 | -14 | -0.4 | -2 | 0.0 | -1
COCCNc1nc(-c2cc(C(=O)Nc3ccccc3)on2)cc(C(C)C)n1 | -5 | / | / | -23 | / | -0.7 | / | 0.7 | /
O=C(O)CCCC(=O)N1CCC(C(O)(c2ccccc2)c2ccccc2)CC1 | -2 | 1 | 7 | -12 | -5 | 0.5 | -8 | 0.2 | 0
FC(F)(F)c1cc(-c2ccco2)nc(NCc2cccs2)n1 | -6 | 0 | 2 | 13 | -2 | 0.9 | -1 | 0.4 | 8
COc1ccc(NS(=O)(=O)c2ccc(C(=O)N3CCC(C)CC3)cc2)cc1 | -13 | 26 | -17 | 3 | 18 | 40* | 36* | 24* | 91*
COc1ccc(N(C)S(=O)(=O)c2cccc(C(=O)NCC3CCCO3)c2)cc1 (configuration not stated) | -7 | 10 | 4 | -7 | -25 | -0.7 | -2 | -0.8 | 0
CCOc1ccccc1NC(=O)Cn1nnc(C(=O)NCCc2ccc(OCC)c(OCC)c2)c1N | -3 | -32 | 7 | -21 | -12 | 0.0 | 0 | 2.5 | 0

Some of these compounds in order of heavy-atom count, rising:
SMILES | OXTR potentiate | TAAR1 antagonist | CHRM1 PAM | CHO parental Ca | M1 antag | OXTR ag | M1 ag | V1R ag counter | TAAR1 ag
Cc1nc(C(=O)O)nn1-c1cc(Cl)ccc1Cl | -5 | 12 | 0 | 5 | -5 | 0.5 | -5 | 0.8 | 0
NC(=O)c1ccc(C23CC4CC(CC(C4)C2)C3)o1 | -3 | 9 | 6 | -14 | -16 | -0.7 | -8 | 1.4 | 1
CCN(CC)S(=O)(=O)c1ccc2c(c1)c(C(=O)O)cn2C | -2 | -3 | 6 | -18 | 2 | -0.3 | -2 | -0.1 | 7

The listing continues:
SMILES | OXTR potentiate | TAAR1 antagonist | CHRM1 PAM | CHO parental Ca | M1 antag | OXTR ag | M1 ag | V1R ag counter | TAAR1 ag
Cn1c(SCC#N)nnc1-c1cnccn1 | -10 | 7 | 5 | -4 | -7 | -0.8 | -2 | 1.3 | 1
O=c1c(-c2nnc(SCc3ccc(Cl)c(Cl)c3)o2)cccn1Cc1ccccc1 | -4 | 3 | -4 | 4 | 3 | -0.2 | 0 | 0.0 | 5
NC1=NC(=Nc2ccc(S(N)(=O)=O)cc2)c2ccccc21 | -2 | -23 | 2 | -3 | 4 | -0.2 | -1 | 2.5 | 2
CC(=O)Nc1ccc(NC(=O)CCN2C(=O)c3ccccc3C2=O)cc1 | -3 | -20 | 13 | 5 | -18 | 0.2 | -2 | 1.7 | 11
CC1(C(=O)NS(=O)(=O)c2ccc(F)cc2F)CCN1C(=O)C/C=C/c1ccccc1 (configuration not stated) | / | -20 | 3 | / | -13 | / | 0 | / | 0
COCCOc1cc(-n2cccc2)c(Cl)cc1Cl | 4 | -2 | 11 | -18 | -9 | -0.7 | -11 | -0.5 | 2
Cc1nc2ccc(NC(=S)NCCCO)cc2nc1C | -15 | 13 | -6 | -4 | -6 | -0.6 | -15 | 1.2 | -1
COc1ccc(C(=O)NCCSc2ccccc2C)cc1 | -4 | -20 | 9 | -7 | -13 | -2.6 | -6 | -1.1 | 0
Cc1cccc(C)c1NC(=O)CSc1cc(C(=O)c2nccn2C)c2ccccc2n1 | -8 | -6 | -4 | -28 | 10 | 0.6 | -5 | 1.4 | 8
CCOC(=O)C(C)Sc1ncc(-c2ccc(Cl)cc2)cn1 (configuration not stated) | -8 | 19 | -10 | -12 | 18 | -0.7 | -6 | -0.6 | 13
Brc1ccc(CSc2nnc3ccccn23)cc1 | -2 | -10 | 5 | -2 | -8 | -1.4 | -6 | 0.3 | 1
COc1ccc(NC(=O)c2cccs2)cc1C(=O)N1CCN(c2ccccc2)CC1 | -13 | 28 | 1 | -19 | -2 | 2.8 | 2 | 2.7 | 8
Cc1ccn(CC(=O)N2CCCC(N3CCN(Cc4ccc5c(c4)OCO5)CC3)C2)n1 (configuration not stated) | -4 | -11 | -2 | -13 | 0 | -0.6 | -6 | 0.5 | 1
COCc1cc(C)n(CC(=O)Nc2cccc(C)c2)c(=O)c1C#N | -2 | -44 | -4 | -4 | 13 | 0.6 | -4 | 0.3 | 3
Cc1cccc(-n2nnc3c(=O)n(CC(=O)Nc4cc(C)on4)cnc32)c1 | -2 | -20 | 7 | -4 | 1 | -0.5 | -5 | -0.6 | 4
O=C(COC(=O)c1cccnc1Cl)NCc1ccc(F)cc1 | 2 | 17 | -2 | -15 | 1 | 0.7 | -3 | 1.2 | 3
COc1ccc(CCNC2=C(Cl)C(=O)N(CCc3ccc(OC)c(OC)c3)C2=O)cc1OC | -20 | 74* | -13 | -5 | 3 | 8.1 | 3 | 6.8 | 17
C/C(=N\NC(=O)c1ccccc1O)c1cccs1 | -4 | 8 | -1 | 2 | 8 | -0.5 | -2 | 0.2 | 1
COc1ccc(-c2ccc(OC)c([C@H]3[C@@H]4C=CCC[C@@]4(C)C(=O)N3Cc3ccccc3)c2)cc1OC | -15 | -14 | -3 | -10 | -3 | -0.2 | -4 | 0.4 | 4
COc1ccc(S(N)(=O)=O)cc1C(=O)OCC(=O)Nc1sccc1C#N | -3 | -11 | 1 | -5 | 2 | 0.8 | 0 | 0.1 | 2
COC(=O)c1c(CSc2cccc(C)c2)noc1C(=O)NCc1ccco1 | -7 | 0 | 3 | -5 | -6 | -1.6 | -10 | 0.1 | 0
Cc1cc(-c2ccc([N+](=O)[O-])cc2)nc2ccccc12 | 4 | -20 | -3 | -17 | 12 | -1.2 | -7 | -1.0 | 1
COc1ccc(Cc2nnc3n2N=C(c2cc4ccccc4o2)CS3)cc1OC | -7 | -12 | 10 | -24 | -5 | -2.0 | -1 | -0.2 | 2
COc1ccc(CNC(=O)c2ccc(S(=O)(=O)NCc3ccco3)cc2)cc1 | -8 | 5 | 5 | -14 | -7 | 3.9 | -1 | 4.0 | 3
COc1ccc(N(CC(=O)NCCSc2ccccc2)S(=O)(=O)c2ccccc2)cc1OC | -14 | 47 | 16 | -26 | -14 | -0.2 | -1 | 0.9 | 12
C=CCNS(=O)(=O)c1ccc(OCC(=O)OC)cc1 | -1 | -10 | 1 | -2 | 0 | 0.9 | -3 | 1.0 | 13
CCOC(=O)N1CCN(CCC(=O)Nc2cc(OC)ccc2OC)CC1 | -5 | 3 | -2 | -3 | 3 | 0.4 | -5 | 1.4 | 0
Cc1cc(C)c(C)c(S(=O)(=O)N2CCN(CC(=O)c3c(N)n(Cc4ccccc4)c(=O)n(C)c3=O)CC2)c1C | -8 | -22 | 2 | -2 | 2 | 0.1 | -6 | 1.9 | 0
CCOc1ccc(OCC)c(Nc2cc(C)nc3ncnn23)c1 | 16* | -17 | 12 | -11 | -15 | -0.7 | -2 | -0.4 | 0
CCc1cc2c(CN3CCN(Cc4ccccc4)CC3)cc(=O)oc2cc1O | / | -1 | 3 | / | -2 | / | -5 | / | 3
O=C(NC1CCCC1)c1ccc2nc[nH]c2c1 | -14 | 3 | -3 | -3 | -4 | 0.1 | -1 | 1.0 | 8
COc1cccc(C(=O)Nc2nnc(S(=O)(=O)Nc3cccc(C)c3)s2)c1 | -5 | 0 | -6 | 2 | 2 | 2.0 | -1 | 1.3 | 1
CC1(C)CC(=O)c2sc(NS(=O)(=O)c3cc(Cl)ccc3Cl)nc2C1 | -3 | 2 | 6 | -5 | -2 | -0.1 | 4 | -0.1 | 0
Cc1nc(S/C(=C/c2ccc(-c3cc(Cl)ccc3C)o2)C(=O)O)n[nH]1 | 4 | -1 | 3 | -3 | -4 | -1.1 | -1 | 0.0 | -3
NC(CCc1ccccc1)c1csc(NC(=O)Nc2ccccc2Oc2ccccc2)n1 (configuration not stated) | / | 11 | 1 | / | -4 | / | -2 | / | 17
O=C(COC(=O)/C=C/c1cccc(C(F)(F)F)c1)Nc1cccc2ccccc12 | -4 | -5 | 10 | 1 | 0 | -1.5 | -6 | 0.4 | 2

Compounds were not picked by outcome, and some 3.7% of all compounds hit somewhere here.
